Compound activity deposited in PubChem by Broad Institute.
FN deposit inh = fibronectin deposition inhibition; actives 0.086% (n = 350,000); inhibition, % at 12.6 µM; AH1F fibroblasts, Alexa488-fibronectin deposition fluorescence, overnight; AID 743247;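 active = mean inhibition across replicates of 30% or more, regardless of how many single replicates reach that level; inconclusive = mean under 30% yet at least half of replicates reach 30%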;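 note: positive control wells lacked labelled fibronectin entirely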
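test system = AH1F fibroblasts assembling fluorescent fibronectin matrix | quantity = 10000 AH1F cells per well | buffer or medium = DMEM plus 2% serum, read in PBS | doses = single dose, pinned | incubation = 1 h cell attachment, overnight exposure to compound and label | detection = fluorescence at 485 nm excitation, 525 nm emission | read-out basis = inhibition from reduced deposited-fibronectin fluorescence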
CFTR F508del cor = correctors of CFTR F508del function in bronchial epithelial cells; activity (quench increase), % at 7.58 µM; CFBE cells, YFP halide quenching; stimulated with forskolin plus potentiator P3; % fluorescence drop versus neutral controls; actives 0.36% (n = 350,000); AID 720511;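 active = mean added fluorescence quench of at least 8% versus neutral control, with both replicates also reaching 8%; inconclusive = only one of the mean or replicate conditions met; inactive = mean below 8% and not both replicates reaching 8%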;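 note: cells transiently co-express mutant CFTR-F508del with the halide-sensitive YFP; corrector assay measuring rescue of mutant channel to the surface after 24 h compound exposure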
GSIS activator = primary screen for activators of insulin secretion dependent on glucose, INS-1E cells, GLuc reporter luminescence | INS-1E GLuc reporter insulin secretion, 2-3 h | activation, % at 16.6 µM | actives 0.61% (n = 370,000) | AID 743287;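 active = lowest replicate activation of at least 40%, so every replicate reaches that level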;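 note: 0% = median of neutral control wells and 100% = median of IBMX positive control wells; some compounds called inactive have numbers as strong as hits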
PAX8 inh HTS = lowers PAX8-driven luciferase in RMG-I cells; RMG-I TPO-luciferase reporter, SteadyGlo, 24 h; inhibition, % at 12.6 µM; actives 1.2% (n = 360,000); AID 652154;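 active = mean replicate inhibition at least 60% with every replicate also reaching 60%; inconclusive = only one of the two criteria is met; inactive = mean below 60% and not all replicates reaching 60%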;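 note: luciferase light reporting Pax8 driven TPO promoter activity; plate controls were median of neutral control wells for no effect and mitoxantrone controls for full effect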
miR122 inh = blocks miR-122 activity in Huh7 sensor cells; Huh7 miR-122 Renilla luciferase sensor, 48 h; neutral wells = 0, positive control = 100; activation (reporter increase), % at 12.5 µM; actives 0.3% (n = 340,000); AID 602342;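 active = mean replicate activation score at least 90 and every replicate individually at or above 90; inconclusive = only one of the two criteria met; inactive = neither criterion met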;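 note: higher luciferase means less miR-122 activity so hits act as miR-122 inhibitors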
EWS-Fli block = EWS/Fli transcriptional activity inhibition; A673 NR0B1-luciferase reporter, viability-normalised; actives 0.67% (n = 350,000); inhibition, % at 12.6 µM;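 active = mean inhibition of at least 50% after viability correction, with every replicate also passing that limit; inconclusive = mean reaches 50% but only one of two replicates passes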;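 note: firefly luciferase signal divided by Alamar Blue viability fluorescence both relative to DMSO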
DENV2 CPE = inhibitors of DENV2 cytopathic effect. CPE inhibition, % at 9.99 µM. actives 1.7% (n = 350,000). DENV2-infected cells, cytopathic effect rescue, plate reader; in the data active = CPE inhibition above about 20%, passing the limit was not always enough; inconclusive = no clear call, values can overlap the other calls; tested in BHK-21 cells;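 note: 0% = median of neutral control wells and 100% = median of positive control wells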
Active calls of the source: *; [ ] = dose if it differs, or a comment.

`CCC(=O)N(C)C[C@@H]1Oc2cc(C3=CCCCC3)ccc2S(=O)(=O)N([C@@H](C)CO)C[C@H]1C` gave CFTR F508del cor -2.9, GSIS activator -1, miR122 inh 8[16.7 µM] and EWS-Fli block 10.
Screening COc1ccc(CN(C)C[C@@H]2OCCCC[C@@H](C)Oc3ccc(NC(=O)c4ccccc4)cc3C(=O)N([C@@H](C)CO)C[C@H]2C)cc1 returned CFTR F508del cor 0.1, GSIS activator -26, PAX8 inh HTS 7, miR122 inh -12[16.7 µM], EWS-Fli block -4 and DENV2 CPE inconclusive.
`C[C@H](CO)N1C[C@H](C)[C@H](CN(C)C(=O)Cc2ccccn2)Oc2cc(C#C[C@@H](C)O)ccc2S1(=O)=O` gave CFTR F508del cor 2.0, GSIS activator 24, miR122 inh -4[16.7 µM], EWS-Fli block 5 and DENV2 CPE -11.
O=C(Nc1ccc(NC(=O)c2ccccn2)cc1)C(=O)Nc1ccc2c(c1)OCCO2 was read as FN deposit inh -2, CFTR F508del cor -0.3, GSIS activator 32, PAX8 inh HTS -2, miR122 inh -5, EWS-Fli block -19 and DENV2 CPE -4.
Screening O=C(NCCSc1ccccc1)c1ccccc1Cl returned FN deposit inh -3, GSIS activator 12, PAX8 inh HTS -94, EWS-Fli block -93 and DENV2 CPE -1.
Screening CCOc1ccc(S(=O)(=O)N2CCCC(C(=O)NCc3ccccn3)C2)cc1Cl (configuration not stated) returned FN deposit inh -4, CFTR F508del cor 0.4, GSIS activator 0, PAX8 inh HTS -9, miR122 inh 2, EWS-Fli block 8 and DENV2 CPE -1.
COc1ccc(Nc2nc(N3CCOCC3)nc(N3CCOCC3)n2)c(OC)c1 was read as FN deposit inh 2, CFTR F508del cor 2.6, GSIS activator -3, PAX8 inh HTS 9, miR122 inh 4, EWS-Fli block 17 and DENV2 CPE -2.
Cc1ncc([N+](=O)[O-])n1CC(=O)Nc1ccc(OC(F)(F)Cl)cc1 was read as FN deposit inh 2, CFTR F508del cor -0.9, GSIS activator 8, PAX8 inh HTS 0, miR122 inh -3, EWS-Fli block 6 and DENV2 CPE -5.
C[C@H]1CN([C@@H](C)CO)C(=O)c2cccc(NS(=O)(=O)c3ccc(Cl)cc3)c2O[C@@H]1CN(C)S(=O)(=O)c1ccc(F)cc1 was read as CFTR F508del cor 2.7, GSIS activator -12, PAX8 inh HTS 11, miR122 inh -7[16.7 µM], EWS-Fli block -7 and DENV2 CPE -2.
Screening CCOC(=O)[C@]12CCCC=C1N(Cc1ccco1)C(=O)[C@H](CC(=O)N1CCN(C(=O)C3CC3)CC1)C2 returned CFTR F508del cor -3.3, GSIS activator -4, PAX8 inh HTS -9, EWS-Fli block -1 and DENV2 CPE 14.
Screening COc1cc(C(=O)Nc2ccc3c(c2)Cc2cc(NC(=O)c4cc(OC)c(OC)c(OC)c4)ccc2-3)cc(OC)c1OC returned FN deposit inh 11, GSIS activator 22, PAX8 inh HTS 5 and miR122 inh -3.
For CCOC(=O)C1CCCN(C(=O)CCn2nnnc2CN2CCOCC2)C1 (configuration not stated) the results were FN deposit inh 3, CFTR F508del cor 6.1, GSIS activator -1, PAX8 inh HTS -26, miR122 inh -7, EWS-Fli block -3 and DENV2 CPE 5.
For CCOC(=O)N(C)[C@H]1C[C@H]2c3[nH]c4ccccc4c3CCN2C(=O)[C@H]1[C@H](C)O the results were FN deposit inh 9, CFTR F508del cor -2.8, GSIS activator -20, PAX8 inh HTS -10, EWS-Fli block 0 and DENV2 CPE 3.
Screening COc1cccc(C2C(C(=O)c3ccc(C)o3)=C(O)C(=O)N2CCN2CCOCC2)c1 (configuration not stated) returned CFTR F508del cor -1.0, GSIS activator -5, PAX8 inh HTS 8, EWS-Fli block -8 and DENV2 CPE -2.
Screening NCC12CC3CC(C1)CC(CN)(C3)C2 returned FN deposit inh -16, PAX8 inh HTS 7 and miR122 inh -2.
For C[C@@H]1CN([C@@H](C)CO)C(=O)c2cc(NS(C)(=O)=O)ccc2O[C@@H]1CN(C)Cc1ccc(Oc2ccccc2)cc1 the results were FN deposit inh 3, CFTR F508del cor -0.2, GSIS activator -3, PAX8 inh HTS 10, miR122 inh 29[16.7 µM], EWS-Fli block -7 and DENV2 CPE 16.
Cc1cc(C)c(NC(=S)NCCO)c(C)c1 was read as FN deposit inh -3, CFTR F508del cor -1.9, PAX8 inh HTS 3, EWS-Fli block -3 and DENV2 CPE 5.
`COc1ccc(C(=O)NC2CCN(CC(=O)NC3CCCCC3)CC2)cc1` gave FN deposit inh 2, CFTR F508del cor -2.7, GSIS activator 2, PAX8 inh HTS 2, EWS-Fli block 2 and DENV2 CPE 1.
`O=C(N/N=C/C=C\c1ccccc1)c1cnccn1` gave FN deposit inh 2, CFTR F508del cor 0.2, GSIS activator -1, PAX8 inh HTS -29, EWS-Fli block -8 and DENV2 CPE -1.
Oc1ccc(/C=N/Nc2cccc(Cl)n2)c(O)c1 was read as FN deposit inh 4, CFTR F508del cor -1.0, GSIS activator -17, PAX8 inh HTS -137, miR122 inh -5, EWS-Fli block -94 and DENV2 CPE -1.

The final 2 records of the part above open the next one:
`O=C(N/N=C/C=C\c1ccccc1)c1cnccn1` gave FN deposit inh 2, CFTR F508del cor 0.2, GSIS activator -1, PAX8 inh HTS -29, EWS-Fli block -8 and DENV2 CPE -1.
Oc1ccc(/C=N/Nc2cccc(Cl)n2)c(O)c1 was read as FN deposit inh 4, CFTR F508del cor -1.0, GSIS activator -17, PAX8 inh HTS -137, miR122 inh -5, EWS-Fli block -94 and DENV2 CPE -1.
Cc1[nH]nc2nc(SCC(=O)NCCC3=CCCCC3)n(-c3ccc(Br)cc3)c(=N)c12 was read as FN deposit inh 7, CFTR F508del cor -0.7, GSIS activator 7, PAX8 inh HTS 35, miR122 inh 3 and DENV2 CPE -3.
For COCC(=O)N(Cc1cc2cc(C)ccc2[nH]c1=O)c1ccccc1 the results were FN deposit inh -4, CFTR F508del cor 0.2, GSIS activator -7, PAX8 inh HTS 7, miR122 inh -2, EWS-Fli block -24 and DENV2 CPE 14.
CCOC(=O)C1CCN(c2c(-c3ccccc3)c3cc(Cl)ccc3[nH]c2=O)CC1 was read as FN deposit inh 2, GSIS activator -19 and PAX8 inh HTS 15.
`CCOC(=O)COc1cc(Br)c(/C=N/Nc2ccccc2)cc1OC` gave FN deposit inh 4, GSIS activator -7, PAX8 inh HTS -8 and miR122 inh -9.
For O=C(O)CCCCCN1C(=O)C(O)=C(C(=O)/C=C/c2ccccc2)C1c1cccc([N+](=O)[O-])c1 (configuration not stated) the results were GSIS activator -2, PAX8 inh HTS 8, miR122 inh -6, EWS-Fli block 2 and DENV2 CPE 10.
`CS(=O)(=O)N1CCCCC1c1cc(C(=O)NCc2ccc(Cl)c(Cl)c2)no1` (configuration not stated) gave FN deposit inh -1, CFTR F508del cor 2.5, GSIS activator -29, PAX8 inh HTS 7, miR122 inh -4, EWS-Fli block 13 and DENV2 CPE -9.
Screening N#Cc1ccc(Cl)cc1NC(=O)COC(=O)c1ccc2c(c1)OCCO2 returned FN deposit inh -10, GSIS activator 11, PAX8 inh HTS -2 and miR122 inh 7.
For CC(C)NC(=O)N[C@@H]1CC[C@@H](CC(=O)NC2Cc3ccccc3C2)O[C@H]1CO the results were FN deposit inh 10, CFTR F508del cor -3.0, GSIS activator -3, PAX8 inh HTS 22, miR122 inh 35[16.7 µM], EWS-Fli block -2 and DENV2 CPE -3.
Screening C[C@H]1CN([C@@H](C)CO)C(=O)CCCn2cc(nn2)CO[C@H]1CN(C)S(=O)(=O)c1ccccc1 returned FN deposit inh -7, CFTR F508del cor -0.1, GSIS activator 17, miR122 inh -8[16.7 µM], EWS-Fli block -1 and DENV2 CPE inconclusive.
O=C(C[C@H]1CC[C@@H]2[C@H](COC[C@H](O)CN2C(=O)Nc2ccc(Cl)cc2)O1)NCCc1ccncc1 was read as FN deposit inh -3, CFTR F508del cor 1.3, GSIS activator -22, PAX8 inh HTS -32, miR122 inh -3[16.7 µM], EWS-Fli block -58 and DENV2 CPE 3.
`CC(=O)N1[C@H](CO)[C@H](c2ccccc2)[C@@H]1CN(C(=O)c1ccccc1F)C(C)C` gave FN deposit inh 0, CFTR F508del cor -1.9, GSIS activator 4 and DENV2 CPE -2.
Screening CO[C@@H]1CN(C)C(=O)c2ccc(NC(=O)C3CCCCC3)cc2OC[C@H](C)N(Cc2cccnc2)C[C@@H]1C returned FN deposit inh 8, CFTR F508del cor -4.7, GSIS activator 1, PAX8 inh HTS -9 and EWS-Fli block -4.
For CN(C)C(=O)C[C@H]1CC[C@@H]2[C@H](COC[C@H](O)CN2CC2CCCC2)O1 the results were FN deposit inh 2, CFTR F508del cor 1.2, GSIS activator 11, PAX8 inh HTS -3, miR122 inh 3[16.7 µM], EWS-Fli block 10 and DENV2 CPE -3.
`C[C@H](CO)N1C[C@H](C)[C@H](CN(C)Cc2ccc(C(F)(F)F)cc2)OCCCC[C@H](C)Oc2ccc(NC(=O)Nc3ccc(F)cc3)cc2C1=O` gave FN deposit inh 4, CFTR F508del cor -1.8, GSIS activator -3, PAX8 inh HTS 52, miR122 inh -3[16.7 µM], EWS-Fli block 19 and DENV2 CPE 11.
Screening CCOc1cc(N2CCOCC2)c(OCC)cc1NC(=O)CN1C(=O)NC2(CCCCC2C)C1=O (configuration not stated) returned FN deposit inh -10, CFTR F508del cor 0.4, GSIS activator -9, PAX8 inh HTS 18, EWS-Fli block 5 and DENV2 CPE 6.
O=C(CSc1nnc(NC(=O)c2ccco2)s1)Nc1ccccc1Cl was read as FN deposit inh 3, CFTR F508del cor -0.1, GSIS activator -9, PAX8 inh HTS 4, miR122 inh 3, EWS-Fli block 6 and DENV2 CPE -4.
For CC1CCN(CCCNC(=O)CN2C(=O)CSc3ccc(S(=O)(=O)N4CCC(C)CC4)cc32)CC1 the results were FN deposit inh 5, CFTR F508del cor -2.0, GSIS activator -3, PAX8 inh HTS -1, miR122 inh -5 and DENV2 CPE -2.
`CC(C)(C)c1ccc(CC(=O)N2CCC2(C)C(=O)NS(=O)(=O)c2ccc(C#N)cc2)cc1` (configuration not stated) gave FN deposit inh -9, CFTR F508del cor -2.8, PAX8 inh HTS 13, EWS-Fli block 0 and DENV2 CPE -9.
For CCCCn1c(N)c(N(CCOC)C(=O)CCNC(=O)c2ccc(Cl)cc2)c(=O)[nH]c1=O the results were FN deposit inh -4, CFTR F508del cor -0.7, GSIS activator 7, PAX8 inh HTS -6, EWS-Fli block -2 and DENV2 CPE -8.
For CC(C)c1ccc(NC(=O)[C@@H](C)NC(=O)[C@@H]2Cc3ccccc3CN2)cc1 the results were FN deposit inh -3, CFTR F508del cor -3.1, GSIS activator -19, PAX8 inh HTS -18 and DENV2 CPE 6.
For OC(c1cc(F)cc(Cl)c1)c1ncc(-c2cccc(C(F)(F)F)c2)[nH]1 (configuration not stated) the results were FN deposit inh 0, CFTR F508del cor -1.7, GSIS activator 7, PAX8 inh HTS 12, miR122 inh 15, EWS-Fli block 11 and DENV2 CPE 4.
Screening COc1ccc(C(=O)Nc2ccc(S(=O)(=O)Nc3ncccn3)cc2)cc1OC returned FN deposit inh 0, CFTR F508del cor -2.4, GSIS activator 8, PAX8 inh HTS -1, miR122 inh 1, EWS-Fli block 1 and DENV2 CPE -8.
Cc1cccc(CSCc2ccc(C(=O)NCC3CCCO3)o2)c1 (configuration not stated) was read as FN deposit inh -6, CFTR F508del cor -1.1, GSIS activator -11, PAX8 inh HTS -10, miR122 inh 2, EWS-Fli block -7 and DENV2 CPE inconclusive.
